From PubChem
PG9 Ab binder – PG9 antibody binding by small molecule | inhibition, % at 6.7 µM | 360,000 compounds, 0.43% hits | TR-FRET gp120-PG9 antibody binding | AID 624416; in the data active = inhibition above about 8.5%
UHRF1 binding – human UHRF1 methylated DNA binding inhibitors | Q96T88 | UHRF1 binding to methylated oligo, TR-FRET | inhibition, % at 4.4 µM | 370,000 compounds, 0.75% hits | AID 687016; in the data active = inhibition above about 21%;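 note: UHRF1 SRA domain binding a hemimethylated CpG hairpin DNA probe; 0% = median of test compound wells and 100% = reference inhibitor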
HTRA1 inh – HTRA1 (human) protease inhibition | recombinant HTRA1, FP-rhodamine activity-based probe, fluorescence polarization | inhibition, % at 5.96 µM | 340,000 compounds, 0.5% hits | Q92743 | AID 504803; in the data active = inhibition above about 36%;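 note: 0% = enzyme with DMSO and 100% = wells lacking enzyme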
Target sequence (Q92743 whole entry, looked up): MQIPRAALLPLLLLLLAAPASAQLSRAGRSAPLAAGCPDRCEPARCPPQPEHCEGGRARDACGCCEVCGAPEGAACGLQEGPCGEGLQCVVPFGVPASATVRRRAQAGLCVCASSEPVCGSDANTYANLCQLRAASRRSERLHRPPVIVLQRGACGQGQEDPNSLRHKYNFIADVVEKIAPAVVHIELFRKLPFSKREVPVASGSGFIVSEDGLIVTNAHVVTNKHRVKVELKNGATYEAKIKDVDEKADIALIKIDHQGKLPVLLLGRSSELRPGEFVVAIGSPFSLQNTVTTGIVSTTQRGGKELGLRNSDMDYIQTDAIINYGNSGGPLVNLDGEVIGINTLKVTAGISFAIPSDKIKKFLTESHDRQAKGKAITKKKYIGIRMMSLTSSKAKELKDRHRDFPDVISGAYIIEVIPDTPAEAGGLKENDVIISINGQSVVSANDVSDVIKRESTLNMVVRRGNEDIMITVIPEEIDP
LEDGF integ inh – blocks HIV-1 LEDGF/p75-dependent DNA integration. TR-FRET IN-LEDGF/p75 DNA integration, Eu/Cy5. inhibition, % at 3.7 µM. 370,000 compounds, 0.64% hits;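 active = inhibition above the screen-wide mean plus 3 SD, cut at about 13% in these data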;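 note: signal is the Cy5 over europium emission ratio at 671 and 618 nm; 0% = plate median of compound wells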
TCR-CD3 inh – blocks the human TCR-CD3 interaction; inhibition, % at 9.4 µM; AID 651800; TAMRA-labeled TCR probe fluorescence, biochemical; 360,000 compounds, 0.37% hits; in the data active = inhibition above about 19%;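 note: recombinant mutant TCR 2C K166C tagged with TAMRA read by polarization; 0% = receptor in buffer alone and 100% = receptor with positive control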
Tn7 DDE FP – inhibitors of Tn7 peptide binding to human fibrin DD(E); P02675; FP displacement of FITC-Tn7 peptide from fibrin DD(E); 0% = median of compound wells per plate; inhibition, % at 8.3 µM; 370,000 compounds, 0.13% hits; AID 720508;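 active = inhibition above the mean of compounds falling within the control limits plus 3 SD of them, cut at about 14% in these data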;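 note: 0% = plate median of compound wells and 100% = 10 µM Aha-Tn7 peptide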
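System: human fibrin DD(E); quantity: Fibrin-DD(E) at 2 µM final; also added: fluorescent Tn7 probe at 0.1 µM; compound dosing: single nominal test concentration of 8.3 µM per compound; schedule: 10 min preincubation, 3 h with tracer, room temperature; detection: fluorescence polarization of the labelled Tn7 tracer; repeats: one replicate per compound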
SIAE inh – human SIAE inhibition, primary screen | SIAE FP-Rh probe binding, fluorescence polarization | inhibition, % at 9.66 µM | 370,000 compounds, 0.69% hits | AID 1053197;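 active = inhibition above a cutoff: mean of compounds within the control limits plus 3 SD of those, cut at about 17% in these data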;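 note: 0% = plate median of compound wells and 100% = probe without SIAE protein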
TDP2 absorb – blocks human TDP2 phosphodiesterase activity. recombinant TDP2, T5PNP hydrolysis, p-nitrophenol absorbance 415 nm. inhibition, % at 12.8 µM. 370,000 compounds, 0.34% hits. AID 720702;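 active = inhibition above the mean of all tested compounds plus 3 SD, set per campaign, cut at about 25% in these data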;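 note: 0% = DMSO with enzyme and 100% = buffer with substrate but no TDP2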
Target sequence (O95551 whole entry, looked up): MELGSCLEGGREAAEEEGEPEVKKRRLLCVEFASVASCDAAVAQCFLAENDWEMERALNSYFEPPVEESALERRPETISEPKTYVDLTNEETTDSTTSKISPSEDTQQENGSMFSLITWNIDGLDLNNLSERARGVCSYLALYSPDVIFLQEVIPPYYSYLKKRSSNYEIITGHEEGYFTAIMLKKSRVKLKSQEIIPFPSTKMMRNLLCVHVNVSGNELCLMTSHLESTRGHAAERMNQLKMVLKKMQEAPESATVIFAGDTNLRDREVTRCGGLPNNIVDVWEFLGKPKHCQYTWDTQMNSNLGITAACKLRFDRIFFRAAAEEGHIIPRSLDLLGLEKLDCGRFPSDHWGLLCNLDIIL
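Assay system: recombinant human TDP2 / Reagent: T5PNP substrate at 5 mM, a TopII-DNA adduct mimic / Measured by: epi absorbance from released p-nitrophenol / Evaluation: % inhibition relative to enzyme-containing and enzyme-free wells / Control set: enzyme-free and DMSO wells / Replicates: each compound tested once, singlicate / Schedule: enzyme reaction with compound for 2 h at 37 °C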
PRMT1 FP inh – inhibitors of human PRMT1; AID 652257; inhibition, % at 2.79 µM; recombinant PRMT1, activity-based probe fluorescence polarization; 370,000 compounds, 1.3% hits; Q99873;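 active = inhibition above about 21% made by adding two undisclosed values, limit read from the data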
ABHD4 inh – inhibitors of mouse ABHD4; Q8VD66; purified mABHD4, FP-Rh probe fluorescence polarization; inhibition, % at 8.92 µM; 370,000 compounds, 0.54% hits;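 active = inhibition exceeding the mean over every tested compound plus 3 SD, cut at about 30% in these data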;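 note: 0% = plate median of compound wells and 100% = S159A mutant with DMSO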
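Assay system: mABHD4 protein; medium: HEPES pH 7.0, NaCl, Pluronic buffer; dosing: 8.92 µM, single dose; schedule: 45 min + 60 min at 25 °C; signal: FP readout, ex 525 nm / em 598 nm; read-out: normalized percent inhibition of probe labeling; repeats: single replicate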
The depositor's hits bear a star; . = not tested or not shown.

cpd	structure	PG9 Ab binder	UHRF1 binding	HTRA1 inh	LEDGF integ inh	TCR-CD3 inh	Tn7 DDE FP	SIAE inh	TDP2 absorb	PRMT1 FP inh	ABHD4 inh
1	Cc1ccc(S(=O)(=O)c2c(C)cc(C)nc2Oc2cccc(C(F)(F)F)c2)cc1	1.4	0	-25	-1	3	6	-2	-8	4	-14
2	Cc1noc(C)c1S(=O)(=O)N1CCC(C(=O)N2CCN(C(=O)c3ccco3)CC2)CC1	-1.1	0	2	-1	-2	-1	4	10	0	4
3	O=S(=O)(c1ccccc1)n1nc(-c2ccccc2)nc1NCc1ccco1	-1.0	0	-31	0	4	2	-4	4	1	-20
4	CCC1(c2ccccc2)NC(=O)N(CC(=O)c2ccc3c(c2)OCO3)C1=O (centres undefined)	1.8	-1	-2	-2	2	5	2	17	1	2
5	C/C(=N\NC(=O)c1cccs1)c1cccnc1	-2.1	-3	-8	-5	2	4	-8	-5	2	2
6	CC(C)C(=O)NCCc1nc2ccccc2n1C	0.6	0	2	4	-1	-5	2	13	0	-2
7	O=S(=O)(Nc1ncccn1)c1ccc(NC(=S)N2CCN(c3cccc(C(F)(F)F)c3)CC2)cc1	-2.8	1	-2	-3	4	1	5	-4	0	1
8	CCOC(=O)C1(CCCc2ccccc2)CCN(C(=O)CCc2cnccn2)CC1	0.7	2	1	-2	-1	-1	5	5	2	5
9	Cc1ccc(C)c(NC(=O)CCC(=O)OC(C(=O)c2ccccc2)c2ccccc2)c1 (centres undefined)	1.4	-2	-1	-4	5	1	-6	-3	0	2
10	Cc1cc(C(=O)N[C@H](c2ccccc2)[C@@]2(C)C[C@@H]2[C@@H](C)C(=O)Nc2ccc3ccccc3c2)n(C)n1	-1.8	-1	-78	-1	1	-1	-14	-11	2	-23
11	CCOc1ccc(S(=O)(=O)NCCC(=O)N(C)CC(=O)Nc2ccc(OC)cc2)cc1	-0.8	-1	3	-2	4	4	-3	-11	-6	-4
12	Cc1sc(NC(=O)COc2ccccc2)c(C#N)c1C	-1.6	-2	-7	4	2	-2	5	-2	-4	-2

Six compounds out of the list, arranged by number of heavy atoms, highest first:
cpd	structure	PG9 Ab binder	UHRF1 binding	HTRA1 inh	LEDGF integ inh	TCR-CD3 inh	Tn7 DDE FP	SIAE inh	TDP2 absorb	PRMT1 FP inh	ABHD4 inh
10	Cc1cc(C(=O)N[C@H](c2ccccc2)[C@@]2(C)C[C@@H]2[C@@H](C)C(=O)Nc2ccc3ccccc3c2)n(C)n1	-1.8	-1	-78	-1	1	-1	-14	-11	2	-23
2	Cc1noc(C)c1S(=O)(=O)N1CCC(C(=O)N2CCN(C(=O)c3ccco3)CC2)CC1	-1.1	0	2	-1	-2	-1	4	10	0	4
8	CCOC(=O)C1(CCCc2ccccc2)CCN(C(=O)CCc2cnccn2)CC1	0.7	2	1	-2	-1	-1	5	5	2	5
4	CCC1(c2ccccc2)NC(=O)N(CC(=O)c2ccc3c(c2)OCO3)C1=O (centres undefined)	1.8	-1	-2	-2	2	5	2	17	1	2
12	Cc1sc(NC(=O)COc2ccccc2)c(C#N)c1C	-1.6	-2	-7	4	2	-2	5	-2	-4	-2
5	C/C(=N\NC(=O)c1cccs1)c1cccnc1	-2.1	-3	-8	-5	2	4	-8	-5	2	2

Additional entries.
cpd	structure	PG9 Ab binder	UHRF1 binding	HTRA1 inh	LEDGF integ inh	TCR-CD3 inh	Tn7 DDE FP	SIAE inh	TDP2 absorb	PRMT1 FP inh	ABHD4 inh
13	O=C(NCc1ccco1)c1cccc(S(=O)(=O)N2CCCC2)c1	-0.7	-1	2	-2	1	1	-3	12	3	4
14	CCOC(=O)CSc1nnc(NC(=O)C2CC(=O)N(c3ccc(F)cc3)C2)s1 (centres undefined)	-1.2	-1	-7	2	7	-1	4	9	2	5
15	CCCCOP(=O)(c1ccc(N(C)C)cc1)C(O)c1c(Cl)cccc1Cl (centres undefined)	-0.5	0	-11	1	-3	2	0	6	-5	1
16	Cc1ccccc1S(=O)(=O)NC(=O)C1(C)CCN1C(=O)Cc1cc(F)ccc1F (centres undefined)	0.6	1	.	1	0	-1	3	2	4	2
17	COc1ccc(C)cc1S(=O)(=O)N(CC(=O)NC1CCCC1)c1ccc(F)cc1	0.5	-4	1	2	0	-3	-6	14	-3	-3
18	COc1ccccc1NC(=O)Nc1ccc2c(c1)OCCO2	-2.3	-1	-2	2	-6	3	-3	-18	-1	4
19	Cc1cccc(C)c1NC(=O)C1C(c2ccc3c(c2)OCO3)=Nc2ccccc2N1C(=O)c1cccc(C(F)(F)F)c1 (centres undefined)	-0.5	-1	.	-1	2	6	-19	-4	0	-23
20	COc1ccccc1C(=O)N(C)c1nnc(-c2ccccc2)s1	-2.7	6	-6	3	2	-2	-9	-31	-4	-15
21	CC(C)(C)c1cc(N)n(-c2ccc(C(=O)O)cc2)n1	-1.0	0	-3	-4	-2	2	-1	-9	5	-2
22	CC(C)CN1C(=O)C(=Nc2cccnc2)c2ccccc21	-0.9	2	5	-3	-8	-1	0	-9	2	4
23	O=C(COc1cccc2cccnc12)N/N=C1\SCC(=O)N1CCc1ccccc1	-0.3	-2	3	3	2	6	10	9	-2	2
24	O=C(/C=C/c1ccccc1)CC(=O)c1ccccc1O	0.8	-3	-13	-6	-5	2	-11	-3	-2	0

A second format for 4 compounds above:
5. C/C(=N\NC(=O)c1cccs1)c1cccnc1
  PG9 Ab binder: -2.1; UHRF1 binding: -3; HTRA1 inh: -8; LEDGF integ inh: -5; TCR-CD3 inh: 2; Tn7 DDE FP: 4; SIAE inh: -8; TDP2 absorb: -5; PRMT1 FP inh: 2; ABHD4 inh: 2
9. Cc1ccc(C)c(NC(=O)CCC(=O)OC(C(=O)c2ccccc2)c2ccccc2)c1 (centres undefined)
  PG9 Ab binder: 1.4; UHRF1 binding: -2; HTRA1 inh: -1; LEDGF integ inh: -4; TCR-CD3 inh: 5; Tn7 DDE FP: 1; SIAE inh: -6; TDP2 absorb: -3; PRMT1 FP inh: 0; ABHD4 inh: 2
23. O=C(COc1cccc2cccnc12)N/N=C1\SCC(=O)N1CCc1ccccc1
  PG9 Ab binder: -0.3; UHRF1 binding: -2; HTRA1 inh: 3; LEDGF integ inh: 3; TCR-CD3 inh: 2; Tn7 DDE FP: 6; SIAE inh: 10; TDP2 absorb: 9; PRMT1 FP inh: -2; ABHD4 inh: 2
4. CCC1(c2ccccc2)NC(=O)N(CC(=O)c2ccc3c(c2)OCO3)C1=O (centres undefined)
  PG9 Ab binder: 1.8; UHRF1 binding: -1; HTRA1 inh: -2; LEDGF integ inh: -2; TCR-CD3 inh: 2; Tn7 DDE FP: 5; SIAE inh: 2; TDP2 absorb: 17; PRMT1 FP inh: 1; ABHD4 inh: 2

The listing continues.
cpd	structure	PG9 Ab binder	UHRF1 binding	HTRA1 inh	LEDGF integ inh	TCR-CD3 inh	Tn7 DDE FP	SIAE inh	TDP2 absorb	PRMT1 FP inh	ABHD4 inh
25	Cc1ccc(-c2nc3ncccn3c2NC(=O)Nc2ccc(OC(F)(F)F)cc2)cc1	.	-4	.	1	.	1	6	9	-5	5
26	COc1ccc(NC(=O)CCn2ccnc2)c(OC)c1	-1.9	1	6	-3	1	-1	6	-13	-2	4
27	Cc1nn(C)cc1CN(C)C(=O)c1ccc(OC2CCN(Cc3ccccn3)CC2)cc1	1.4	-1	4	-1	2	-4	7	11	0	3
28	CSc1nc2c(c(=O)[nH]1)C(c1cccc(Cl)c1)CC(=O)N2 (centres undefined)	-1.8	-1	0	0	2	-6	-4	4	-2	1
29	N#Cc1c(Cn2cncn2)nc(=O)n(-c2ccccc2)c1N	-2.4	2	3	-6	1	1	-3	-8	2	-2
30	COc1cc(SC)ccc1C(=O)Nc1cccc(C2OCCCO2)c1	-1.0	0	-7	-6	-9	9	-4	-7	4	3
31	CCN(CC)CCNC(=O)c1sc2ncn(CC(=O)Nc3ccc(C)c(Cl)c3)c(=O)c2c1C	-2.5	-2	-9	-4	1	-3	-4	-2	0	-7
32	O=C(CSc1nnc2ccccn12)NNC(=O)c1ccc(Br)cc1	3.1	-2	1	2	0	5	-8	0	-1	0
33	O=C(NC1CCCCC1)C(c1ccc2ncccc2c1)N(Cc1ccc(F)cc1)C(=O)c1ccc2c(c1)OCCO2 (centres undefined)	-2.5	0	-11	2	9	-2	1	1	0	-3
34	CCSC1=N/C(=C/c2ccsc2)C(=O)N1c1ccccc1	-0.7	-1	-30	1	4	-1	-2	2	-1	-8
35	COc1ccc(-c2csc(=Nc3c(C)n(C)n(-c4ccccc4)c3=O)n2C(C)(C)C)cc1	-0.6	-3	-6	3	-2	-5	-2	-5	-6	-3
36	N#CCCN(CCC#N)S(=O)(=O)c1ccc(C(=O)Nc2nc(-c3ccccc3)c(C(=O)c3ccccc3)s2)cc1	0.9	-1	-6	0	0	4	-2	9	0	0
37	COC(=O)[C@]1(Cc2ccccc2)NC=C(C(=O)c2ccc(F)cc2)[C@@H]1c1ccccc1	-2.0	-3	.	-1	7	6	2	5	1	4
38	CC1(C)CC(=O)C2=C(C1)N(Cc1ccco1)C(=O)C2(NC(=O)C1CCCCC1)C(F)(F)F (centres undefined)	1.2	0	3	-3	-6	14*	1	-1	3	2
39	COc1ccccc1NC(=O)C(Sc1ccccc1)c1ccccc1 (centres undefined)	-0.8	0	-66	-2	1	2	-5	10	1	-19
40	CC[C@]12c3[nH]c4ccccc4c3CCN1C(=O)C(CC(=O)NCCCN(C)C)C[C@@H]2C(=O)N1CCN(C(=O)C2CC2)CC1 (some centres undefined)	-0.9	-1	3	0	-3	7	-2	-1	1	-6
41	COc1ccc(C2c3[nH]c4ccccc4c3C[C@H]3C(=O)N(CCCO)CC(=O)N23)cc1OC (some centres undefined)	-1.6	4	4	1	-2	0	4	3	0	-5
42	CC(=O)NCCC(=O)Nc1sc2c(c1-c1nc3ccccc3[nH]1)CCCC2	-0.6	-2	-3	-5	5	9	11	-3	0	7
43	CCc1ccc(C(=O)COC(=O)c2cc([N+](=O)[O-])ccc2N2CCOCC2)cc1	-0.2	2	-21	-1	-3	-3	0	4	3	-4
44	Cc1ccccc1NC(=S)N1CCN(Cc2ccccc2)CC1	0.5	-5	-1	-1	3	-3	2	16	0	2
45	Cc1ccccc1-c1noc(C(C)NC(=O)c2ccco2)n1 (centres undefined)	1.7	-1	-6	2	10	-7	5	10	0	-7
46	O=C(c1csc(Nc2ccccc2Cl)n1)N1CCCC1	-0.2	-2	-2	1	5	1	13	5	-1	1
47	Cc1ccc(S(=O)(=O)Nc2cccc(C(=O)N3CCC(C(N)=O)CC3)c2)cc1	-0.9	1	-1	-5	0	-1	1	2	5	-1
48	CCC(CC)C(=O)N(C)c1c(C)nc2c(OCc3ccccc3OC)cccn12	-0.6	-3	.	-2	7	0	2	2	0	9
49	COc1ccccc1NC(=O)c1sc2nc(N3CCOCC3)c3c(c2c1N)CCCC3	0.2	7	-16	-2	-2	-4	-2	-2	9	4
50	CCOc1ccccc1Nc1cc(C)nc2nc(C)nn12	1.2	5	0	3	-5	-1	-1	-10	-7	-4

Outcome played no part in choosing rows, and some 4.2% of all compounds hit somewhere here.
